Screening results as filed in PubChem BioAssay.
TRPC6 activator – mouse TRPC6 channel activators, primary screen, cell-based, HEK293, membrane potential dye. Short transient receptor potential channel 6 (Mus musculus), Q61143. HEK293-TRPC6 membrane potential dye fluorescence; stronger effect = higher value. B-score at 10 µM. 310,000 tested, 0.13% active. AID 2550, 2010;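 active = B-score of the integrated fluorescence ratio above library mean plus 3 SD, and starting fluorescence ratio within library mean plus 5 SD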;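 also: higher score means more depolarization so channel activation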
Target sequence (Q61143 whole entry, looked up): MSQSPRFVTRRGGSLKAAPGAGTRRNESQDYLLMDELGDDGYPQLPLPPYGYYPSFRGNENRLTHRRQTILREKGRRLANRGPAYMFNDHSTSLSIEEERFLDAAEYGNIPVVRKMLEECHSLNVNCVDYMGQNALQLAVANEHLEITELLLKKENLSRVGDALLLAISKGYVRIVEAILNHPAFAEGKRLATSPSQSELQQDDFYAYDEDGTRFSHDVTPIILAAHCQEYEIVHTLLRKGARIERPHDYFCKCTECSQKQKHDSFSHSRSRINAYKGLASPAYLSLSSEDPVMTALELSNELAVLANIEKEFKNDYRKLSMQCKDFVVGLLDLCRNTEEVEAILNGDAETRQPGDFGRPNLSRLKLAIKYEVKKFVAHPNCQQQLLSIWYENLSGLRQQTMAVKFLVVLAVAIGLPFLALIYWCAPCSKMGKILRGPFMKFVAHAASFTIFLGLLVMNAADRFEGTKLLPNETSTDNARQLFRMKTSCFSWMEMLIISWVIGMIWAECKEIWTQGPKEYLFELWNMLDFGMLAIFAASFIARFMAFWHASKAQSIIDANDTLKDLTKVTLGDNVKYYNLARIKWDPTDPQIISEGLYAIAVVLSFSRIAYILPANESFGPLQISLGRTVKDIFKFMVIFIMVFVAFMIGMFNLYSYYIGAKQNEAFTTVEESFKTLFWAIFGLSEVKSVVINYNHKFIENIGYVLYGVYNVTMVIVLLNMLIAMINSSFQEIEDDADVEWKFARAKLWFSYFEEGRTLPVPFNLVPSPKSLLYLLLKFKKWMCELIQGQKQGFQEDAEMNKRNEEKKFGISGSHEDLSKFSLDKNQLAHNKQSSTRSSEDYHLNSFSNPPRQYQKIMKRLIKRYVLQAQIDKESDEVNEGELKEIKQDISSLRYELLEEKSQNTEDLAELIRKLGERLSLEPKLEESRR
TRPC4 inh – inhibitors of mouse TRPC4 channel, primary screen, Fluo4 calcium, HEK293 TRPC4beta/mu-opioid cells; AID 2247, 2010; B-score at 10 µM; DAMGO-evoked Fluo4 calcium flux; stronger effect = lower value; 300,000 tested, 0.39% active; Short transient receptor potential channel 4 (Mus musculus), Q9QUQ5;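 active = B-score over 3 SD under the library average, no early fluorescence shift, positive overall ratio signal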
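Signal: kinetic Fluo4 fluorescence imaging of calcium influx. Material: stable TRPC4beta/mu-opioid receptor HEK293 cells. Probe or stimulus: DAMGO in two steps, submaximal then maximal.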
MrgX1 ag – agonists of human MrgX1 receptor, primary screen, HEK293 cells, Fluo-4 calcium flux. Mas-related G-protein coupled receptor member X1 (Homo sapiens), Q96LB2. Fluo-4 calcium fluorescence, agonist mode; stronger effect = higher value. B-score at 10 µM. 310,000 tested, 0.44% active. AID 588627, 2011;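 active = calcium response B-score plate-corrected fluorescence ratio at least 3 library SD, with starting fluorescence B-score inside 5 SD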
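Material: HEK293 cells stably expressing human MrgX1 receptor | Quantity: 15,000 cells per well | Times: Cells plated overnight, dye loaded 0.5 h 37 °C, 0.5 h room temperature | Measured by: Kinetic Fluo-4 NW fluorescence of intracellular calcium | Control set: Positive and negative controls per plate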
TRPC6 inhibitor – mouse TRPC6 channel inhibitors, primary screen, cell-based, HEK293, membrane potential dye; B-score at 10 µM; Short transient receptor potential channel 6 (Mus musculus), Q61143; 310,000 tested, 1.1% active; ACh-evoked depolarization; stronger effect = lower value;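 active = B-score under library mean minus 3 SD, initial fluorescence not abnormally high, positive integrated signal ratio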;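 also: B-score derived from integrated fluorescence ratio over the kinetic read; more negative B-score means stronger inhibition of depolarization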
TRPC4 act – activators of mouse TRPC4 channel, primary screen, Fluo4 calcium, HEK293 TRPC4beta/mu-opioid cells | 310,000 tested, 0.49% active | Fluo4 calcium fluorescence; stronger effect = higher value | B-score at 10 µM;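 active = B-score above 5 SD of library B-scores, and initial fluorescence ratio not above library mean plus 5 SD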;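 also: positive B-score marks a calcium rise read as TRPC4 activation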
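System: HEK293 cells stably co-expressing mouse TRPC4beta and mu-opioid receptor; Schedule: Fluo4 dye loading 45 min at room temperature, 110 s recording; Detection: Fluo4 fluorescence, kinetic; Evaluation: B-scored integrated calcium fluorescence ratio; Controls: buffer (low) and maximal DAMGO (high).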
MrgX1 allo act – positive allosteric modulators of MrgX1, primary screen, HEK293 cells, Fluo-4 calcium flux; 310,000 tested, 0.63% active; Mas-related G-protein coupled receptor member X1 (Homo sapiens), Q96LB2; B-score at 10 µM; FDSS; stronger effect = higher value;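 active = plate-corrected calcium response at least 3 library SD above typical, normal starting fluorescence, not activating the receptor alone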;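 also: compound read alongside a low EC10 to EC30 dose of BAM8-22 agonist; peak minus trough fluorescence over baseline measured at the second addition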
SKKanGAS inh – S. pyogenes SKKanGAS growth inhibitors in kanamycin, primary screen, streptokinase expression inhibitor project, SKKanGAS strain, BacTiter-Glo luminescence | 6 h | inhibition, % at 7.5 µM | 300,000 tested, 1.3% active;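 active = mean replicate score, as percent of positive control median, at least 50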;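 also: strain carries kanamycin resistance gene driven by streptokinase promoter and grows in 40 µg/ml kanamycin; loss of luminescence reflects streptokinase promoter inhibition or plain growth inhibition; 0% = median of DMSO wells and 100% = positive control at its reference dose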
TRPC4 PAM – positive allosteric modulators of TRPC4, primary screen, cell-based, mouse TRPC4beta, HEK293 mu-opioid, Fluo-4 calcium | B-score at 10 µM | Short transient receptor potential channel 4 (Mus musculus), Q9QUQ5 | DAMGO EC20, Fluo-4 Ca2+ flux; stronger effect = higher value | AID 2227, 2009 | 310,000 tested, 0.42% active;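 active = B-score of calcium response area above 5 SD of library B-scores, with initial fluorescence ratio within 5 SD of library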;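 also: B-score of integrated fluorescence ratio over time as area under calcium response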
TMEM16A act – TMEM16A chloride channel activators or potentiators, primary screen, cell-based, HTS. HEK293 TMEM16A/YFP-H148Q/I152L, iodide quench fluorescence; stronger effect = lower value. B-score at 10 µM. 340,000 tested, 0.3% active. AID 623877, 2012;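 active = fluorescence-ratio B-score plate-corrected deviation score at least 3 library SD below zero, with starting fluorescence score within 5 deviations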;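 also: channel opened by trigger with iodide after compound preincubation; score built on the fluorescence ratio of max minus min over baseline; more negative score means more quench and so TMEM16A activation or potentiation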
MrgX1 antag – antagonists of human MrgX1 receptor, primary screen, HEK293 cells, Fluo-4 calcium flux | Mas-related G-protein coupled receptor member X1 (Homo sapiens), Q96LB2 | BAM8-22 antagonism; stronger effect = lower value | B-score at 10 µM | 310,000 tested, 1.3% active | AID 588676, 2011;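 active = calcium-response B-score plate-corrected more than 3 library SD below zero, starting fluorescence within 5 deviations, no agonist response on first addition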;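 also: peak minus trough fluorescence over baseline after final BAM8-22 challenge near maximal dose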
TMEM16A inh – TMEM16A chloride channel inhibitors, primary screen, cell-based, HTS | Anoctamin-1 (Mus musculus), Q8BHY3 | 310,000 tested, 1.2% active | HEK293 TMEM16A/YFP iodide influx fluorescence, ionomycin | normalized B-score (activity score, 25-100; higher = stronger inhibition) at 10 µM;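 active = ratio plate-corrected score three or more library SD toward inhibition, starting fluorescence score within five deviations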;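 also: score derived from kinetic fluorescence span divided by baseline fluorescence per well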
Active calls of the source: *; i = inactive; . = no result given.

No.	compound	TRPC6 activator	TRPC4 inh	MrgX1 ag	TRPC6 inhibitor	TRPC4 act	MrgX1 allo act	SKKanGAS inh	TRPC4 PAM	TMEM16A act	MrgX1 antag	TMEM16A inh
1	CC(=O)Nc1ccc(S(=O)(=O)Nc2nnc(C(C)(C)C)s2)cc1	i	i	i	i	i	i	6	i	i	i	i
2	O=C(c1ccc2c(c1)OCO2)N1CCN(c2cccc(C(F)(F)F)c2)CC1	i	i	i	i	i	i	7	i	i	i	i
3	CC(C)C(NS(=O)(=O)c1ccc2c(c1)oc(=O)n2C)C(=O)N1CCN(Cc2ccccc2)CC1 (stereo not given)	.	.	i	.	.	i	.	.	i	i	i
4	N/C(=N\OC(=O)c1cc(Cl)ccc1Cl)c1ccccn1	i	i	i	i	i	i	-2	i	i	i	i
5	O=C(/C=C/c1cccc(Cl)c1)NCCN1CCOCC1	i	i	i	i	i	i	-2	i	i	i	i
6	O=C(c1ccc(Cn2cc([N+](=O)[O-])cn2)o1)N1CCCCCC1	i	i	i	i	i	i	23	i	i	i	i
7	O=c1oc2ccccc2c(NCCc2ccccc2)c1[N+](=O)[O-]	i	i	i	i	i	i	-2	i	i	i	i
8	COc1ccc2nc(SCC(=O)Nc3ccc(S(=O)(=O)N4CCCC4)cc3)c(C#N)cc2c1	i	i	i	i	i	i	-4	i	i	i	i
9	CCOc1ccc(S(=O)(=O)N2CCOCC2)cc1[N+](=O)[O-]	i	i	i	i	i	i	-5	i	i	i	i
10	C=CCN(C(=O)c1oc2c(Cl)cc(C)cc2c1C)C1CCS(=O)(=O)C1 (stereo not given)	i	i	i	i	i	i	-3	i	i	i	i
11	CC(=O)Nc1ccc(S(=O)(=O)N2c3ccccc3NC(=O)CC2C)c(Cl)c1 (stereo not given)	i	i	i	i	i	i	-10	i	i	i	i
12	O=C(NCCCN1CCOCC1)C(=O)NCC1OCCN1S(=O)(=O)c1ccc(Br)cc1 (stereo not given)	i	i	i	i	i	i	.	i	i	i	i
13	COCCCNC(=O)CCn1c(=O)c2ccccc2n(CC(=O)NCCC2=CCCCC2)c1=O	i	i	i	i	i	i	-4	i	i	i	i
14	CCc1ccc(Oc2coc3cc(OCC(=O)Nc4cc(C)ccc4C)ccc3c2=O)cc1	i	i	i	i	i	i	1	i	i	i	i
15	COc1ccc2[nH]c(=O)c(C(c3nnnn3CC3CCCO3)N3CCc4ccccc4C3)cc2c1 (stereo not given)	i	i	i	i	i	i	4	i	i	i	i
16	Cc1ccc2[nH]c(=O)c(CN(C)C(=O)c3ccccn3)cc2c1	i	i	i	i	i	i	-6	i	i	i	i
17	COc1cccc2c(C)nc(Nc3nc(CSc4nnc(C)s4)cc(=O)[nH]3)nc12	i	i	i	i	i	i	21	i	i	i	i
18	Cc1ccccc1Nc1nnc(SCC(=O)c2ccc(O)cc2O)s1	i	i	i	i	i	i	11	i	i	i	i
19	COc1ccc(-c2nnc(N3CCCCC3)c3ccccc23)cc1	i	i	i	i	i	i	-7	i	i	i	i
20	COc1ccc(N2CCN(C(=S)Nc3ccc(F)cc3)CC2)cc1	i	i	i	i	i	i	-3	i	i	i	i
21	Cc1cccc(NC(=O)CSc2nnc(C)n2Cc2ccccc2)c1	i	i	i	i	i	i	4	i	i	i	i
22	Nc1nc(SCC(=O)NCCOCCO)nc2sc3c(c12)CCCC3	i	i	i	i	i	i	-7	i	i	i	i
23	COc1ccccc1C(=O)Nc1ccc(NC(=O)c2ccco2)cn1	i	i	i	i	i	i	-6	i	i	i	i
24	O=C(C(=O)N1CCN(c2ccc(F)cc2)CC1)c1c[nH]c2ccccc12	i	i	i	i	i	i	-8	i	i	i	i
25	O=C(CN1C(=O)c2cccnc2Oc2ccc(Cl)cc21)Nc1ccccc1F	i	i	i	i	i	i	16	i	i	i	i
26	O=S1(=O)CCN2C=C(Cl)C=C(Cl)C2=N1	i	i	i	i	i	i	-5	i	i	i	i
27	Cc1ccc2nc(C)cc(N/N=C/c3cccnc3)c2c1	i	i	i	i	i	i	-16	i	i	i	i
28	O=C(NCCCn1ccnc1)c1ccc(Cl)s1	i	i	i	i	i	i	-5	i	i	i	i
29	Nc1ccc(C(=O)OCc2nc3c(ccc4ccccc43)[nH]2)cc1	i	i	i	i	i	i	-6	i	i	i	i
30	Cn1cc(CCNC(=O)c2ccc3nc(Cc4ccccc4F)oc3c2)cn1	i	i	i	i	i	i	-2	i	i	i	i
31	CCOC(=O)c1c(N)sc(-c2ccccc2)c1C	i	i	i	i	i	i	-2	i	i	i	i
32	Oc1ccccc1C(=S)N1CCCC1	i	i	i	i	i	i	-2	i	i	i	i
33	S=c1nc(-c2ccccc2)n(-c2ccccc2)[nH]1	i	i	i	i	i	i	-8	i	i	i	i
34	O=C(CCc1nc(-c2ccc(Cl)cc2)no1)NC1CCCCC1	i	i	i	i	i	i	-4	i	i	i	i
35	CCOC(=O)C1CCN(S(=O)(=O)c2c(C)[nH]c(C)c2C(=O)N2CCCC2)CC1	i	i	i	i	i	i	-1	i	i	i	i
36	Cc1ccccc1C(=O)N/N=C/c1ccccn1	i	i	i	i	i	i	-2	i	i	i	i
37	S=C1CCSc2ccc(Cl)cc2N1	i	i	.	i	i	.	4	i	i	.	.
38	COc1ccc(CCNC(=O)CCCc2ccccc2)cc1OC	i	i	i	i	i	i	0	i	i	i	i
39	COc1ccc(-n2c(C)c(C)c3c(NCCCO)ncnc32)cc1	i	i	i	i	i	i	-4	i	i	i	i
40	Cc1nnc(NC(=O)c2ccc3c(c2)OCO3)s1	i	i	i	i	i	i	-4	i	i	i	i
41	CCOC(=O)C1CCN(C(=O)c2ccccc2CCc2ccccc2)CC1	i	i	i	i	i	i	-3	i	i	i	i
42	Cc1ccc(C)c(S(=O)(=O)NCc2ccc(C(=O)N3CCCCC3C)cc2)c1 (stereo not given)	i	i	i	i	i	i	2	i	i	i	i
43	CC1=NN(Cc2cc(C(C)(C)C)c(O)c(C(C)(C)C)c2)C(=O)C1	i	i	i	i	i	i	5	i	i	i	i
44	CCN1CCN(C(=O)CCc2nnc3ccc(N4CCC5(CC4)OCCO5)nn23)CC1	i	i	i	i	i	i	1	i	i	i	i
45	Nc1nc(SCC(=O)Nc2ccccc2Oc2ccccc2)n[nH]1	i	i	i	i	i	i	-4	i	i	i	i
46	COc1cccc(CC2(CO)CCCN(Cc3nc(-c4cccs4)oc3C)C2)c1 (stereo not given)	i	i	i	i	i	i	-7	i	i	i	i
47	O=[N+]([O-])c1cccc(CN2CCN(c3ncccn3)CC2)c1	i	i	i	i	i	i	-3	i	i	i	i
48	O=C(/C=C/c1ccc(Cl)cc1)N1CCN(Cc2ccccc2)CC1	i	i	i	i	i	i	2	i	i	i	i
49	O=C(NCCN1CCOCC1)c1c[nH]c2ccc(S(=O)(=O)N3CCOCC3)cc2c1=O	i	i	i	i	i	i	-11	i	i	i	i
50	C=CCn1c(CC(=O)Nc2ccc(C)cc2C)nnc1SCC(=O)N1CCOCC1	i	i	i	i	i	i	8	i	i	i	i
51	COc1cccc(NC(=O)C(C)OC(=O)CCCNC(=O)c2ccc(Cl)cc2)c1 (stereo not given)	i	i	i	i	i	i	-1	i	i	i	i
52	CC(C)(C)c1csc(NC2=NS(=O)(=O)c3ccccc32)n1	i	i	i	i	i	i	6	i	i	i	i
53	Cc1ccc(CSc2nnc(-c3ccc(NS(=O)(=O)c4ccccc4)cc3)o2)cc1	i	i	i	i	i	i	14	i	i	i	i
54	O=C(CSc1ccccc1)N1CCN(c2ccc(F)cc2)CC1	i	i	i	i	i	i	-5	i	i	i	i
55	O=c1[nH]c(SCc2n[nH]c(=S)n2-c2ccccc2)nc2sc3c(c12)CCC3	i	i	i	i	i	i	3	i	i	i	i
56	Cc1nc(CN(C)C(=O)CC2C(=O)NCCN2Cc2ccc(-c3ccccc3)cc2)cs1 (stereo not given)	i	i	i	i	i	i	0	i	i	i	i
57	Cc1c(C(=O)NN)nn(-c2ccc(F)cc2)c(=O)c1C#N	i	i	i	i	i	i	-4	i	i	i	i
58	Cc1nn(Cc2noc(C(=O)NCCCn3ccnc3)n2)c(C)c1Br	i	i	i	i	i	i	-4	i	i	i	i
59	O=C(NC1CCSc2ccccc21)c1cc(S(=O)(=O)N2CCOCC2)ccc1Cl (stereo not given)	i	i	i	i	i	i	0	i	i	i	i
60	Cc1ccc(C(=O)NC(c2ccccc2)C(Cl)Cl)cc1 (stereo not given)	i	i	i	i	i	i	-1	i	i	i	i

Going on with the list.
No.	compound	TRPC6 activator	TRPC4 inh	MrgX1 ag	TRPC6 inhibitor	TRPC4 act	MrgX1 allo act	SKKanGAS inh	TRPC4 PAM	TMEM16A act	MrgX1 antag	TMEM16A inh
61	CSc1ccc(/C=N\NC(=O)CNc2ccc(C)cc2)cc1	i	i	i	i	i	i	19	i	i	i	i
62	O=C(CN1c2cccc3cccc(c23)S1(=O)=O)Nc1ccc(S(=O)(=O)N2CCOCC2)cc1	i	i	i	i	i	i	11	i	i	i	i
63	COc1cc(NC(=O)c2sc3ncn(CC(=O)N4CCCCC4)c(=O)c3c2C)cc(OC)c1OC	i	i	i	i	i	i	-12	i	i	i	i
64	C/C(=N\NC(=O)C(N)=O)c1ccc(Br)cc1	i	i	i	i	i	i	1	i	i	i	i
65	C=CCNC(=S)/N=c1\sccn1C	i	i	i	i	i	i	-6	i	i	i	i
66	CC(=O)c1ccc(N2C(=NC(=O)C3CCCCC3)SC3CS(=O)(=O)CC32)cc1 (stereo not given)	i	i	i	i	i	i	-1	i	i	i	i
